zVAD death inh: inhibitors of zVAD-triggered necroptosis, primary screen, L929 cells; L929 zVAD necroptosis rescue, ATP luminescence, 24 h; with zVAD 60 µM; viability rescue, % at 10 µM; 220,000 compounds, 0.38% hits;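 active means activation, scaled between plate controls, above about 75%, limit read from the data; inactive means activation under that limit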;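 further: 0% = zVAD with DMSO and 100% = DMSO alone without zVAD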
KCC2 mod: KCC2 cotransporter modulators, thallium flux, primary screen, cell-based, HEK293 KCC2, FluoZin-2 fluorescence, MLSMR; 190,000 compounds, 2.2% hits; KCC2 cells, thallium flux FluoZin-2 fluorescence; B-score of Tl+ flux slope (higher = more flux/activation; lower = inhibition) at 10 µM; Solute carrier family 12 member 5 (Homo sapiens), Q9H2X9;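 active means thallium flux slope and its plate-corrected score both differing from the plate sample mean at a set confidence after two filtering rounds, in either direction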;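 further: slope of fluorescence scaled to starting intensity during 10 to 20 s after thallium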
m-calpain inh: inhibitors of pig calpain II, primary screen, biochemical, fluorogenic peptide substrate, 1536-well; 220,000 compounds, 0.37% hits; purified calpain II, 30 min; AID 1236, 2008; inhibition, % at 16 µM;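 active means inhibition above about 50%, limit read from the data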
TNF death inh: inhibitors of TNF-alpha triggered necroptosis, primary screen, cell-based, Jurkat FADD-/-, single concentration; Jurkat FADD-/- TNF necroptosis rescue, ATP luminescence, 24 h; 0 = TNF only, 100 = no-TNF cells; activation (protection from cell death), % at 10 µM; 220,000 compounds, 0.068% hits; AID 463075, 2010;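 active means activation, meaning protection from cell death, of at least 50% relative to plate controls; inactive means activation below 50%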;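 further: necroptosis triggered by 40 ng/mL TNF-alpha added together with compound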
Mdm2 ligase inh: MDM2-luciferase reporter signal enhancers, primary screen, MDM2 E3 ligase inhibitor project, cell-based, luminescence, 1536-well. E3 ubiquitin-protein ligase Mdm2 (Homo sapiens), Q00987. cell-based MDM2 ubiquitination luciferase reporter, 2 h; 0 = plate control, 100 = twice control, blank-subtracted. signal enhancement, % at 5 µM. 210,000 compounds, 0.11% hits. AID 1230, 2008;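 active means signal enhancement of 30% or more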;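 further: luminescence tracks abundance of the self-degrading MDM2-luciferase fusion protein; higher signal means inhibition of MDM2 E3 ligase activity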
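test system = mammalian cells stably expressing self-ubiquitinating, self-degrading MDM2 E3–luciferase fusion | quantity = 2000 cells/well | incubation = cell settling 4 h, compound treatment 2 h, both 37 °C | signal = luminescence with SteadyLite reagent, 15 min at room temperature | evaluation = % enhancement relative to plate controls after blank subtraction | benchmarks = plate controls and plate blanks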
eIF4E-4G inh: eIF4E–eIF4G protein interaction inhibitors, primary screen, biochemical, uHTS, TR-FRET, eIF4GI fragment; Eukaryotic translation initiation factor 4E (Mus musculus) + Eukaryotic translation …; TR-FRET eIF4E-eIF4GI(517-606) binding, 2 h; inhibition, % at 21.7 µM; 220,000 compounds, 0.37% hits;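 active means inhibition above about 30%, limit read from the data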;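 further: 0% = full FRET control wells and 100% = background wells lacking eIF4GI fragment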
EBV gp42 block: Epstein-Barr virus gp42 inhibitors, primary screen, biochemical, uHTS, fluorescence polarization. Fluorescence polarization binding assay, mP read-out. inhibition, % (tested at 21.74 µM). 220,000 compounds, 0.42% hits. AID 1085, 2008; in the data active means inhibition above about 50%
PERK inhibitor: block of dimerizer-induced PERK translation repression, primary screen, PERK inhibitor project, CHO PERK-DD cells, SEAP luminescence, HTS. CHO PERK-DD fusion, SEAP luminescence translation reporter. inhibition, % at 5.6 µM. 220,000 compounds, 0.17% hits;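 active means inhibition above the mean inhibition of all tested compounds plus 3 SD, set separately per screening campaign, cut at about 2.9% in these data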;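 further: PERK kinase domain activated by AP20187 dimerizer at 100 nM; 0% = DMSO with dimerizer and 100% = rapamycin at 8.4 µM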
Target sequence (Q9NZJ5 whole entry, looked up, the tested form may be a part): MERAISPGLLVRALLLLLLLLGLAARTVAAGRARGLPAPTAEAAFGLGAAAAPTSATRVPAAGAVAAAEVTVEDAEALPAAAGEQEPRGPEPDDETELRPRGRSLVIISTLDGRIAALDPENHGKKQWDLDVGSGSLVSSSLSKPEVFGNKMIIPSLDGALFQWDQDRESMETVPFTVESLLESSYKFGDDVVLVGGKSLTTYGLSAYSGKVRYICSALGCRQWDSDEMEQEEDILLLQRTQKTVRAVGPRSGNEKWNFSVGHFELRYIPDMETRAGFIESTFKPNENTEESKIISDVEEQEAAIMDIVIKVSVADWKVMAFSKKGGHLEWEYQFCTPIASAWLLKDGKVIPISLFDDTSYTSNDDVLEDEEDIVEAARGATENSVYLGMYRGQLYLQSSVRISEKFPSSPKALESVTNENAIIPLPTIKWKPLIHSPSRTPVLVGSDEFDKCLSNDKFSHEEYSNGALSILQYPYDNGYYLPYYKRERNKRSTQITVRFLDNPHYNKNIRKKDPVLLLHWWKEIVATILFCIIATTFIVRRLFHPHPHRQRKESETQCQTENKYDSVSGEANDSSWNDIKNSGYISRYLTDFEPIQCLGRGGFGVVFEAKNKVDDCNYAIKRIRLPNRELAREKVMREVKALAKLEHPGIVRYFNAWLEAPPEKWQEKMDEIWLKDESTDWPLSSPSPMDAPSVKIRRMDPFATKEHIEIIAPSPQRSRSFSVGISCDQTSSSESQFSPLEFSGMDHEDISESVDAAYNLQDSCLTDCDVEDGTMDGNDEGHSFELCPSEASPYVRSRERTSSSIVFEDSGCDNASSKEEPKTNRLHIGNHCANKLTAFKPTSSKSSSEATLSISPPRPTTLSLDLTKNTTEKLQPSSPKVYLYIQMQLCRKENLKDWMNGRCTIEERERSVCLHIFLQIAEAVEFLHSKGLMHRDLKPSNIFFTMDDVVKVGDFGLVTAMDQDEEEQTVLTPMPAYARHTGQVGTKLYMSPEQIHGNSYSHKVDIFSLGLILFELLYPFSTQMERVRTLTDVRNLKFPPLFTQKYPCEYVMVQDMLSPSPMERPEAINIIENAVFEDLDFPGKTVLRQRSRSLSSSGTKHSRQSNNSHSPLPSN
Rad51 HR inh: human RAD51 strand exchange inhibitors, primary screen, biochemical, fluorescence. hRad51 DNA strand exchange, fluorescence dequenching. AID 1385, 2008. inhibition, % at 10 µM. DNA repair protein RAD51 homolog 1 (Homo sapiens), Q06609. 200,000 compounds, 0.085% hits;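 active means inhibition above 40% at the single screening dose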;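 further: 0% = DMSO control wells and 100% = blanks with heterologous ssDNA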
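Read-out basis: percent inhibition relative to plate controls and blanks / Assay system: human Rad51 nucleoprotein filaments preassembled on unlabelled ssDNA / Timing: filaments 15 min 37 °C, then compound 30 min / Control set: per-plate controls and blanks / Technique: fluorescence dequenching at 485/520 nm / Compound: 10 µM final, single point / Also added: Fluorescein- and BHQ1-tagged 47-mer duplex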
The depositor's hits bear a star; i = inactive; . = not tested or not shown; [ ] = another dose, or the depositor's remark. Some of the compounds tested; count on the stated rates, not on these rows.

Under each structure: zVAD death inh | KCC2 mod | m-calpain inh | TNF death inh | Mdm2 ligase inh | eIF4E-4G inh | EBV gp42 block | PERK inhibitor | Rad51 HR inh
> Cc1ccc2c(c1)CC1(CN2C)C(=O)NC(=O)N(c2ccc(C)c(C)c2)C1=O (configuration not stated)
 : -0.3 | -1.2 | -17 | -2.8 | -15 | 3 | -7 | 0.2 | 0
> CCOP(=O)(OCC)C(NC(=O)CC(C)C)C(Cl)(Cl)Cl (configuration not stated)
 : 0.5 | -0.0083 | -10 | 0.9 | -10 | 0 | -2 | 1.3 | 31
> C=CCn1c(O)c(C(C)=NCCCN2CCOCC2)c(=O)[nH]c1=O
 : -0.2 | 0.052 | -16 | 0.0 | -10 | -8 | -1 | 1.3 | -1
> Cn1c(CN2CCN(C(=O)COc3ccccc3)CC2)nc2cc([N+](=O)[O-])ccc21
 : 1.0 | -1.7 | -2 | 4.8 | . | 3 | -5 | -1.0 | .
> Cc1cc(/C=C2\C(=O)NC(=O)N(Cc3ccccc3)C2=O)c(C)n1-c1ccc(Cl)c(C(=O)O)c1
 : -0.2 | 1.1 | 13 | -0.3 | -7 | 20 | 15 | 0.2 | .
> O=C(CN1C(=O)CN=C(c2ccccc2)c2ccccc21)NCc1ccco1
 : -0.5 | 0.15 | -71 | -1.8 | 3 | -1 | -22 | -0.3 | -10
> CN1C(=O)N(C)C(=O)C2(Cc3c(ccc4ccccc34)N(C)C2)C1=O
 : -0.3 | . | -28 | -2.0 | -11 | -5 | -11 | -0.6 | -5
> CC(/C=C(\C)Nc1ccccc1)=Nc1ccccc1
 : 0.5 | 0.21 | -6 | -0.7 | -6 | -2 | -5 | 0.3 | -3
> CCc1sc(C(=O)N2CCC3(CC2)OCCO3)cc1Br
 : -0.6 | -1 | -17 | 1.9 | -14 | -2 | 9 | -0.1 | 2
> O=S1(=O)CCN(CCc2c[nH]c3ccccc23)CC1
 : 3.5 | . | -14 | 1.8 | -28 | -5 | 2 | 0.5 | -5
> Nc1c(C(=O)NCc2ccco2)c2nc3ccccc3nc2n1Cc1ccc(F)cc1
 : 0.4 | -1.5 | i | -6.2 | -3 | . | 6 | -0.2 | .
> Cc1cccc(N2C(=O)NC(=O)C3(Cc4cc(C)ccc4N(C)C3)C2=O)c1 (configuration not stated)
 : 0.2 | 0.49 | -39 | -2.9 | -5 | 5 | -11 | -1.1 | 1
> CC(C)C(=O)NC(Oc1ccccc1Cl)C(Cl)(Cl)Cl (configuration not stated)
 : 0.8 | -0.31 | 0 | -0.5 | 1 | -2 | 0 | 0.2 | 11
> CC12CCC(=O)C=C1CCC1C2CCC2(C)C(O)CCC12 (configuration not stated)
 : 1.9 | -0.42 | 12 | 0.3 | 3 | 3[fluorescence artefact?] | -2 | 0.6 | 0
> CCCn1c(C(=O)c2ccc(OC)cc2)nc2ccccc21
 : -1.3 | -1.6 | 14 | 0.8 | 2 | 4 | -18 | 0.3 | 2
> O=c1[nH]c(=O)n(-c2cccc3ccccc23)c(O)c1/C=N/N1CCCCCC1
 : 0.0 | 0.09 | -17 | 1.8 | 7 | -4 | -8 | -2.3 | 11
> Oc1ccc2c3c1O[C@H]1c4oc5ccccc5c4C[C@@]4(O)[C@@H](C2)N(CC2CC2)CC[C@]314
 : 0.3 | -0.38 | -14 | -2.1 | -4 | -12 | -15 | . | 4
> Cc1cc([N+](=O)[O-])c(Cl)cc1NC(=O)C(C)C
 : 0.1 | 0.73 | 29 | 1.1 | -7 | -4 | -6 | -1.2 | 0
> O=P(C(c1ccc2c(c1)OCO2)N1CCOCC1)(N1CCOCC1)N1CCOCC1 (configuration not stated)
 : 1.2 | . | 5 | -0.1 | -3 | 6 | -4 | 0.2 | 4
> NC(=O)C1(N2CCCCC2)CCN(Cc2ccccc2)CC1
 : -1.1 | . | 11 | -0.7 | -15 | 9[fluorescence artefact?] | -12 | 0.6 | -1
> CCN1c2nc3ccccn3c(=O)c2CC2(C(=O)N(C)C(=O)N(C)C2=O)C1C (configuration not stated)
 : 0.7 | 0.32 | -24 | 0.7 | -15 | -2 | -4 | 0.0 | 0
> CC(=NCCN1CCOCC1)c1c(O)n(Cc2ccccc2)c(=O)[nH]c1=O
 : -0.3 | 0.2 | -19 | -0.2 | -13 | 1[fluorescence artefact?] | -3 | 1.1 | -3
> O=c1c2ccccc2nc(-c2ccc(-c3ccccc3)cc2)n1-c1ccncc1
 : 0.1 | . | 4 | -4.6 | -5 | 20 | -1 | 0.1 | -6
> CCCCC(=O)N/N=C/c1c(O)n(C2CC2)c(=S)[nH]c1=O
 : 1.5 | 0.016 | 19 | 1.5 | 1 | 5 | -14 | 0.7 | 0
> COCCNCCOc1ccc(C(C)(C)c2ccccc2)cc1
 : 0.0 | -0.16 | 4 | 1.4 | -16 | -5 | -14 | -1.1 | .
> O=c1[nH]c(=S)n(C2CC2)c(O)c1C=NCC1CCCO1 (configuration not stated)
 : 0.7 | 0.41 | -3 | 0.7 | 1 | -1 | -3 | 0.0 | -8
> COc1ccc(OCC#CCN2CCCCCC2)cc1
 : 0.2 | -1 | -7 | 1.5 | 7 | -2 | -13 | 1.0 | -3
> COc1ccccc1N1C(=O)NC(=O)C(CCc2ccncc2)(CCc2ccncc2)C1=O
 : -0.2 | . | 14 | -0.6 | -11 | -2 | -10 | 0.9 | 1
> COc1ccc(N=C(C)c2c(O)n(C3CCCCC3)c(=O)[nH]c2=O)c(OC)c1
 : -0.1 | 0.072 | -3 | -0.6 | 1 | -2 | -40 | -0.2 | 1
> Brc1ccc2[nH]cc(/C=N/N3CCCCC3)c2c1
 : . | 0.31 | -1 | -0.6 | 10 | 1 | -15 | -1.4 | 2
> Cc1cc(NC(=O)COC(=O)c2c(C)nn(Cc3ccccc3)c2C)no1
 : 0.4 | -0.38 | -30 | 1.3 | -9 | 2 | -13 | 0.2 | -9
> CCc1nc(N2CCNCC2)c(C#N)c2c1CSC(C)(C)C2
 : 0.3 | -0.28 | -29 | -1.4 | -26 | -10 | -12 | -1.0 | .
> CN(C)C(=O)Oc1cccc(-c2cn3cc(Cl)ccc3n2)c1
 : -0.3 | -0.54 | -26 | 0.8 | 3 | 24 | -6 | -0.7 | 6
> COc1ccc(S(=O)(=O)NC(CC(=O)N2CCC3(CC2)OCCO3)c2ccco2)cc1 (configuration not stated)
 : -0.6 | -0.54 | -29 | -1.8 | -10 | -6[fluorescence artefact?] | -2 | -1.5 | 5
> Cc1ccccc1-n1c(O)c(/C=N/N2CCOCC2)c(=O)[nH]c1=S
 : . | -0.24 | 8 | 0.7 | -11 | 2 | -5 | 0.8 | .
> CC1=CC(=Cc2sc3ccccc3[n+]2C)C=C(C)O1
 : -1.1 | -0.2 | -21 | -1.6 | -43 | -2 | -19 | 0.5 | i
> O=C(Cc1ccccc1)N1CCN(C2CCCCCC2)CC1
 : 0.5 | 0.15 | 18 | 0.5 | . | 5 | -17 | -0.1 | .
> CCN1CCN(Cc2ccc(C)cc2C)CC1
 : -0.2 | -0.0095 | 10 | 2.0 | -12 | -5 | -7 | 1.1 | 2
> CN1CSC(=S)N(C)C1
 : 0.3 | -0.28 | -9 | -6.0 | -5 | -3 | -14 | 1.0 | 1
> Cc1c(C(=O)c2ccccc2)c2ccccc2n1C
 : 0.1 | -2.7 | -1 | -2.6 | . | -14 | 0 | 0.7 | .
> O=C1OCc2cc(N=Nc3c(O)[nH]c(=O)[nH]c3=O)ccc21
 : -0.5 | 0.63 | -22 | -0.7 | -19 | 8 | -5 | 1.4 | 5
> O=c1c2ccccc2[nH]c(=S)n1-c1cccnc1
 : 0.0 | 0.36 | -3 | 0.8 | -7 | -4 | -7 | 1.0 | 10
> O=C(O)Cn1cc(C(=O)c2ccccc2)c2ccccc21
 : 0.1 | . | 4 | -1.2 | -1 | -5 | -1 | 1.0 | -4
> CCOc1cc(/C=C2/C(=O)NC(=O)N(c3ccc(CC)cc3)C2=O)ccc1OC(=O)c1cccs1
 : 0.3 | 0.5 | -30 | -3.1 | -1 | 7 | -3 | 0.4 | 1
> CCOC(=O)C1=C(N)OC2=C(C(=O)CCC2)C12C(=O)Nc1ccccc12 (configuration not stated)
 : -0.3 | -0.052 | -9 | 1.4 | -17 | 1 | -3 | 0.3 | 3
> O=c1c(/C=N/N2CCOCC2)c(O)n(-c2ccccc2)c(=S)n1-c1ccccc1
 : 1.6 | 0.24 | 6 | -2.1 | -14 | -1 | -6 | -0.1 | 9
> CC12CN3C(O)C(C)(C1)CC(C)(C2)C3O (configuration not stated)
 : 0.9 | 0.17 | 1 | -2.2 | -6 | -11 | -23 | -0.1 | -6
> COc1ccc(N=C(C)c2c(O)n(C)c(=O)n(C)c2=O)c(OC)c1
 : -0.3 | 0.49 | -38 | -2.7 | 11 | 3 | -9 | 0.1 | -1
> CCOP(=O)(C#CC(C)(C)C)C1(O)CCCCC1 (configuration not stated)
 : 1.8 | 1 | 21 | 1.7 | -19 | -6 | 0 | 0.5 | .
> CN(C)C(=O)OCc1n(C)cc[n+]1C
 : -0.5 | 1.2 | -9 | 0.3 | 10 | 8[fluorescence artefact?] | 3 | 0.9 | -6

Some of the entries so far, as labelled records.
O=S1(=O)CCN(CCc2c[nH]c3ccccc23)CC1
  zVAD death inh = 3.5; KCC2 mod = .; m-calpain inh = -14; TNF death inh = 1.8; Mdm2 ligase inh = -28; eIF4E-4G inh = -5; EBV gp42 block = 2; PERK inhibitor = 0.5; Rad51 HR inh = -5
Nc1c(C(=O)NCc2ccco2)c2nc3ccccc3nc2n1Cc1ccc(F)cc1
  zVAD death inh = 0.4; KCC2 mod = -1.5; m-calpain inh = i; TNF death inh = -6.2; Mdm2 ligase inh = -3; eIF4E-4G inh = .; EBV gp42 block = 6; PERK inhibitor = -0.2; Rad51 HR inh = .
Cc1cccc(N2C(=O)NC(=O)C3(Cc4cc(C)ccc4N(C)C3)C2=O)c1 (configuration not stated)
  zVAD death inh = 0.2; KCC2 mod = 0.49; m-calpain inh = -39; TNF death inh = -2.9; Mdm2 ligase inh = -5; eIF4E-4G inh = 5; EBV gp42 block = -11; PERK inhibitor = -1.1; Rad51 HR inh = 1
CC(C)C(=O)NC(Oc1ccccc1Cl)C(Cl)(Cl)Cl (configuration not stated)
  zVAD death inh = 0.8; KCC2 mod = -0.31; m-calpain inh = 0; TNF death inh = -0.5; Mdm2 ligase inh = 1; eIF4E-4G inh = -2; EBV gp42 block = 0; PERK inhibitor = 0.2; Rad51 HR inh = 11
